# Screens from PubChem BioAssay.
# OXTR potentiate: potentiators of human oxytocin receptor; P30559; CHO-OTR cells, Fluo-8 calcium fluorescence, potentiator mode; 0% = oxytocin EC15, 100% = EC100; activation, % at 3 µM; 320,000 compounds, 0.061% hits; AID 2445;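 active = activation above that plate's cutoff, the mean activation of tested compounds plus 3 SD, cut at about 6.6% in these data, passing the limit was not always enough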;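 also: 100% uses oxytocin at 75 nM as the full agonist control; some results filed as inactive read as strong as hits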
#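 assay system = CHO-OTR cells, human receptor | schedule = compound 6 min at room temperature before oxytocin, 100 s read | detection = Fluo-8 intracellular calcium fluorescence, ex 470-495, em 515-575 nm | evaluation = normalized max/min fluorescence ratio, % activation | control set = EC15 oxytocin alone as 0%, 75 nM oxytocin (EC100) as 100%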
# CHO-K1 Ca antag: nonselective inhibitor or artifact in parental CHO-K1 cells; ATP-induced calcium, Fluo-8 fluorescence; inhibition, % at 3 µM; 360,000 compounds, 0.6% hits;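 active = inhibition above a per-plate cutoff, the plate's mean sample inhibition plus 3 SD, cut at about 24% in these data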;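 also: 0% = DMSO plus EC80 ATP and 100% = DMSO alone without ATP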
# CHO parental Ca: counter-screen: ATP calcium response change in parental CHO cells; parental CHO-K1, ATP-induced calcium, Fluo-8 fluorescence; inhibition, % at 5.6 µM; 330,000 compounds, 0.63% hits;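 active = inhibition above that plate's mean sample inhibition plus 3 SD, cut at about 26% in these data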;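 also: 0% = ATP-challenged DMSO wells and 100% = DMSO wells without ATP; some compounds past the cut are filed as inactive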
#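 Material: Parental CHO cells | Reagent: ATP | Compound dosing: Single nominal dose of 5.6 µM per compound | Detection: Intracellular calcium via Fluo-8 no-wash fluorescent dye | Read-out: % inhibition of ATP-induced calcium mobilization | Benchmarks: Low control ATP plus DMSO, high control DMSO only | Replicates: Singlicate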
# CHO-K1 Ca PAM: M1 PAM counterscreen hit in parental CHO-K1 cells; ATP EC20, Fluo-8 calcium fluorescence; 0% at ATP EC20, 100% at ATP max; activation, % at 3 µM; 360,000 compounds, 0.02% hits;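 active = activation above the run cutoff, the mean activation of all test compounds plus 3 SD, cut at about 40% in these data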;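 also: peak over basal fluorescence ratio in a 140 s read after ATP addition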
# CHO-K1 Ca ag: nonselective activator or artifact in parental CHO-K1 cells; Fluo-8 calcium fluorescence; scaled to maximal ATP response, vehicle zero; activation, % at 3 µM; 360,000 compounds, 0.48% hits; AID 602248; in the data active = activation above about 15%;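 also: untransfected CHO-K1 host cells lacking M1 receptor as counterscreen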
# GPR7 antag: blocks human GPR7 receptor signaling; P48145; GPR7-expressing cells, fluorescence antagonist assay; inhibition, % at 4.4 µM; 290,000 compounds, 1.1% hits; in the data active = inhibition above about 16%, passing the limit was not always enough;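 also: cells stimulated with the agonist NPW; 0% = agonist with vehicle and 100% = vehicle without agonist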
# TAAR1 antag: human TAAR1 antagonism; Q96RJ0; CHO RD-HGA16 TAAR1, Fluo-8 calcium fluorescence, antagonist; inhibition, % at 3 µM; 360,000 compounds, 1.5% hits;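 active = inhibition above a per-plate cutoff, the mean inhibition of test compounds on that plate plus 3 SD, cut at about 49% in these data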;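 also: 0% = DMSO plus EC80 beta-PEA response and 100% = DMSO alone without agonist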
# Target sequence (Q96RJ0 whole entry, looked up): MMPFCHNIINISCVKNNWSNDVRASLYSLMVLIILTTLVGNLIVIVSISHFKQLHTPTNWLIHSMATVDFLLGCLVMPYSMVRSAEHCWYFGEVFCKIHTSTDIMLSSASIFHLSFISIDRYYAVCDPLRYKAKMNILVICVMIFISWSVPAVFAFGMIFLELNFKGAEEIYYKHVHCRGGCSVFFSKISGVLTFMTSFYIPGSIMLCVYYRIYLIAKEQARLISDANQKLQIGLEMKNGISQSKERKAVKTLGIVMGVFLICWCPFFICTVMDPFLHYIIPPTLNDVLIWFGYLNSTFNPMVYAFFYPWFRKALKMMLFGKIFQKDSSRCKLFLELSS
#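 Assay system: CHO-derived RD-HGA16 cells stably expressing human TAAR1 plus Gα16. Timing: 140 s kinetic read after compound, 140 s after agonist. Technique: kinetic Fluo-8 calcium fluorescence measurement. Measure: % inhibition of agonist calcium response.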
# OXTR ag: agonists of human oxytocin receptor; P30559; CHO-OTR cells, Fluo-8 calcium fluorescence; normalized: DMSO 0%, oxytocin 100%; activation, % at 3 µM; 320,000 compounds, 0.32% hits; AID 2435;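 active = activation above the mean of all tested compounds plus 3 SD, cutoff set per screening run, cut at about 20% in these data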;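 also: peak over basal fluorescence ratio from a 100 s FLIPR kinetic read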
# V1R ag counter: activates human V1a receptor in oxytocin agonist counter-screen | P37288 | CHO-V1R cells, Fluo-8 calcium fluorescence, agonist mode; 0% DMSO, 100% 3 nM vasopressin | activation, % at 3 µM | 320,000 compounds, 0.25% hits | AID 2797;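 active = activation above the mean activation of all tested compounds plus 3 SD, per screening run, cut at about 20% in these data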;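 also: signal is peak over basal fluorescence ratio across a 100 second FLIPR read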
# Target sequence (P37288 whole entry, looked up): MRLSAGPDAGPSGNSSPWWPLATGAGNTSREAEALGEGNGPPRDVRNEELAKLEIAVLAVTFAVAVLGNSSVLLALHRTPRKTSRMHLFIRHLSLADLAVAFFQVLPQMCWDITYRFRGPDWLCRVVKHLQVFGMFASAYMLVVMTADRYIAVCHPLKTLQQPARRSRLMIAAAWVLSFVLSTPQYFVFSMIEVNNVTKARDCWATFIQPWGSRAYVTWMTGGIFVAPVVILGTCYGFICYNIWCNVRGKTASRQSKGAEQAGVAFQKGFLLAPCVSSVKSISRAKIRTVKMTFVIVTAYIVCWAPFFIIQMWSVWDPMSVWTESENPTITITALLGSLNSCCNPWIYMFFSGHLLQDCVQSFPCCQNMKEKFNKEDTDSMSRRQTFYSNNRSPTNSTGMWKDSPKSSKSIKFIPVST
# The depositor's hits bear a star; x = no result given.
Structure	OXTR potentiate	CHO-K1 Ca antag	CHO parental Ca	CHO-K1 Ca PAM	CHO-K1 Ca ag	GPR7 antag	TAAR1 antag	OXTR ag	V1R ag counter
COc1cccc(OC)c1C(=O)N1CCN(S(=O)(=O)c2ccccc2)CC1	0.1	8.0	-8.9	-8.5	0.4	-10.3	-0.5	0.1	-0.3
CCn1c2ccccc2c2cc(NC(=O)CSc3nnc(-c4cccc(OC)c4)n3N)ccc21	-15.0	-8.1	-18.1	23.9	0.6	-11.5	10.4	-2.5	-0.3
Cc1cc(C)n(-c2cc(Cl)cc(Cl)c2)c(=O)c1C#N	-13.6	6.2	-3.0	-3.3	-0.1	-9.4	-1.2	-1.3	3.6
O=C(O)c1ccc(O)cc1O	1.6	-10.5	-11.5	7.0	1.0	x	-25.5	0.5	0.2
CCNC(=O)C1CCN(S(=O)(=O)c2ccc(F)cc2)CC1	-2.6	-11.1	-12.2	0.2	-0.1	-0.4	-0.6	1.3	0.4
CC(NC(=O)CNC(=S)N(Cc1ccccc1)Cc1cccnc1)c1ccccc1 (stereo unspecified)	-7.5	0.6	-14.3	10.6	3.9	-2.1	1.3	-0.5	-1.2
COC(C[C@@H]1O[C@H]1C(=O)COCc1ccccc1)OC	-0.9	-13.4	-12.9	7.8	0.6	x	15.2	0.8	1.4
COc1ccc(NC(=S)Nc2ccccc2OC)c(OC)c1	-5.9	7.7	-16.8	12.2	0.3	-8.6	11.0	2.3	-0.4
CC(C)N(Cc1nccn1C)C(=O)c1ccc2oc(Cc3ccccc3)nc2c1	x	-21.6	x	13.9	2.4	13.7	-2.2	x	x
O=C(CCNC(=O)C1CCN(S(=O)(=O)c2ccccc2)CC1)Nc1cccc(C(F)(F)F)c1	-5.8	-18.8	-2.6	14.6	4.8	-12.3	11.2	1.9	1.1
CCCN(C)C1CN(Cc2cn(Cc3ccc(OC)cc3)nn2)S(=O)(=O)C1 (stereo unspecified)	x	-8.6	x	3.8	3.4	x	-28.0	x	x
CCOc1ccccc1NC(=O)NNC(=O)c1ccc2ccccc2c1	-9.7	2.3	-1.3	17.8	1.5	11.4	-21.9	-0.1	2.7
COc1ccc(C(=O)NCc2cc(C)nc3ccccc23)cc1	-4.9	-7.5	-4.6	13.9	5.5	1.1	25.2	4.2	5.8
Cn1c(CCNC(=O)c2ccccc2)nc2ccccc21	0.9	7.8	-0.4	-7.0	0.5	-5.7	-14.3	0.5	-0.3
O=C(CN1CCCCC1)N1CCN(c2ccccc2)CC1	-1.2	-2.4	4.2	-1.2	-0.6	-10.5	-30.9	0.2	0.0
CC(=O)C1=C(C)NC2=C(C(=O)CC(C)(C)C2)C1C (stereo unspecified)	-5.2	6.5	-1.6	-16.4	0.3	-3.2	9.9	-0.5	-0.2
COc1ccc(-c2nonc2NC(=O)c2ccco2)cc1OC	-8.6	-16.5	-7.9	7.1	0.2	-7.9	8.4	-0.6	0.2
Cc1ccc(N2C(=O)C(Cl)=C(N3CCCCCC3)C2=O)cc1	-11.4	3.9	-19.9	10.6	0.1	-7.9	13.0	-1.9	-1.3
COc1ccc(Cl)cc1S(=O)(=O)n1nnc2ccccc21	0.1	28.0*	-5.8	0.7	0.4	-8.4	-8.2	0.4	-0.7
CCN(CC)CCCN(C(=O)c1ccccc1C)c1nc(-c2ccc(OC)cc2)cs1	-15.5	2.5	-20.7	-1.8	0.1	-4.2	-5.1	0.5	1.0
CC(=O)Nc1ccc(NC=C(C#N)C#N)cc1	-1.9	-9.3	-2.1	-4.6	0.3	-2.9	-12.7	0.5	0.9
Cc1ccccc1NC(=O)Cc1nc(CSc2nnc(C3CCCCC3)n2N)cs1	-2.3	-6.9	-11.5	-0.4	0.9	2.2	2.8	-0.2	-0.4
Clc1ccc(-c2nnc3n2CCCC3)cc1	-3.5	-7.2	-6.5	8.7	-0.4	-4.2	-6.0	-1.0	0.2
COc1ccc(/C(=N\O)c2nccc3cc(OC)c(OC)cc23)cc1OC	-9.0	-14.2	9.1	12.0	2.2	12.5	-14.3	2.0	0.2
CC(C)N(Cc1nc(-c2ccccc2)no1)C(=O)CN(C)S(=O)(=O)c1ccc(Br)cc1	-5.0	-9.7	-30.2	9.9	0.8	4.5	3.3	-0.7	-0.5
O=C(Cn1ccnc1[N+](=O)[O-])N(CCO)CCO	x	2.9	x	-6.3	0.4	x	-22.3	x	x
Cc1cccc(-c2nn(-c3ccccc3)cc2C(=O)NCC(c2cccs2)N2CCOCC2)c1 (stereo unspecified)	-15.0	1.6	-38.5	-1.3	0.5	x	22.1	-2.2	-1.0
Cc1c(C)c(C)c(C(=O)c2ccc(NC(=O)c3ccccc3C(=O)O)cc2)c(C)c1C	-1.0	-14.2	-10.9	8.2	-0.5	-7.6	-33.8	-2.0	-1.7
Cc1ccc2c(c1)N(C(=O)CCC(=O)NC1CCCCCC1)CC(C)O2 (stereo unspecified)	-4.4	6.5	-16.3	2.3	0.1	8.1	-2.1	-1.8	-0.8
COc1ccc(NC(C)C(=O)N/N=C/c2c(O)ccc3ccccc23)cc1 (stereo unspecified)	x	-8.0	x	-0.6	0.6	17.3	-1.2	x	x
O=C(CSc1nnc(NC(=O)c2ccco2)s1)Nc1ccc(F)cc1F	-4.3	-3.3	-4.1	4.2	0.6	-11.7	-11.2	1.1	-0.2
CCOC(=O)c1cn2nc(Oc3ccc(C)cc3)ccc2n1	2.5	-4.7	-0.4	13.4	0.8	5.6	-24.2	-0.7	0.3
CCCC(=O)Nc1ccc(N2CCN(C(=O)CCC)CC2)cc1	-5.4	-9.8	1.2	17.9	0.5	5.5	5.6	-0.2	-0.9
CCOc1nc2c(c(=O)n(C)c(=O)n2C)n1Cc1ccccc1Cl	-0.5	12.0	-10.9	-13.1	3.6	-5.8	-3.9	3.0	1.8
COc1ccc2c3c(cccc13)C(=O)CC2	x	19.0	x	-12.4	30.1*	34.3*	3.3	x	x
Cc1ccc(S(=O)(=O)Nc2cccc3c2O[C@H](CN(C)Cc2ccccc2)[C@@H](C)CN([C@H](C)CO)C3=O)cc1	9.0	-0.2	-11.1	-11.9	0.4	x	-4.6	0.0	0.8
CCOc1ccc(OCCOc2ncnc3ccccc23)cc1	-19.8	-8.7	1.2	8.3	2.5	6.4	1.4	2.8	4.4
CCOC(=O)CC1C(=O)NCCN1C(=O)Nc1ccc(Cl)cc1 (stereo unspecified)	-8.1	-4.2	-5.8	16.4	0.4	-13.0	4.0	0.4	0.2
COc1cccc(/C=N/NC(=S)Nc2cccc(S(=O)(=O)N(C)C)c2)c1	-8.1	-12.4	-4.0	10.5	4.4	-6.1	34.0	-2.1	1.0
Cc1c(C(=O)N(Cc2nnc(-c3ccccc3Cl)o2)C2CC2)oc2ccccc12	-5.9	-9.8	-27.4	0.0	2.0	x	31.8	-0.3	0.4
Cn1ccc(C(=O)Nc2cccnc2Cl)n1	x	-12.8	x	23.0	4.5	-19.8	-15.1	x	x
COc1ccccc1N(Cc1ccccc1)S(=O)(=O)c1cccc(C(=O)Nc2ccc(C)cn2)c1	-4.8	-1.6	-2.5	4.8	2.6	x	50.2*	0.8	1.4
COc1ccc(OC)c(/C=N/N(C)c2ccccc2)c1	-6.9	13.2	-16.2	-6.6	-0.3	0.3	-8.1	-1.9	-1.3
CC(=O)NC(=S)Nc1ccc(NC(=O)c2cccnc2)cc1	-2.8	-14.2	-2.2	12.6	1.0	-5.0	-3.6	-0.6	0.9
CNS(=O)(=O)c1cccc2cccnc12	-3.0	-5.9	-11.5	12.2	0.4	1.3	7.5	0.9	1.2
CCOc1ccc(S(=O)(=O)N(C)c2ccc(OCC(=O)Nc3nc(-c4cc(OC)ccc4OC)cs3)cc2)cc1	0.7	3.3	-3.2	-1.6	-0.2	-8.1	6.2	0.8	0.3
O=C(O)c1cccc(NS(=O)(=O)c2cccc(C(=O)Nc3ccccc3[N+](=O)[O-])c2)c1	-5.4	-5.4	3.5	14.4	0.4	-9.0	11.6	0.2	0.3
CC(=O)N1CCN(CCN=CC2=C(O)CC(c3ccco3)CC2=O)CC1 (stereo unspecified)	-9.7	15.9	-5.9	-9.2	-0.1	-7.9	-0.1	1.3	0.5
CC1(O)CC(c2ccc(Cl)cc2)=NN1C(=O)c1ccc([N+](=O)[O-])cc1 (stereo unspecified)	-7.6	-12.2	-11.7	19.0	1.4	-4.1	14.4	-0.5	-0.8
O=C(OCc1nc2ccsc2c(=O)[nH]1)c1ccc(Cl)nc1	0.3	-1.3	-6.1	10.3	0.0	x	-37.8	-0.3	-0.1

# (next part)
Structure	OXTR potentiate	CHO-K1 Ca antag	CHO parental Ca	CHO-K1 Ca PAM	CHO-K1 Ca ag	GPR7 antag	TAAR1 antag	OXTR ag	V1R ag counter
O=C(O)c1ccccc1C(c1ccc(O)cc1)c1ccc(O)cc1	-9.6	-1.2	-4.1	-14.0	-0.1	-14.0	-8.3	0.0	1.5
Cc1ccc(S(=O)(=O)N2CCN(C(=O)CCc3nc4ccccc4c(=O)[nH]3)CC2)c(C)c1	-2.4	-4.6	-14.9	3.9	1.5	x	-20.0	-1.5	-1.4
Cc1ccc(-c2nnc(SCC(=O)Nc3ccc4c(c3)OCCO4)n2N)cc1	0.2	-17.2	-26.8	16.7	-0.7	-14.1	-2.0	-2.9	-1.2
Cc1cc(C)nc(N2N=C(CSc3ccc(Cl)cc3)CC2=O)n1	-8.2	-8.0	-6.5	10.1	0.1	-17.5	-24.4	-0.3	-0.6
COc1cccc(C(=O)N2CCN(C(=O)c3cccs3)CC2)c1OC	-2.0	-5.1	-8.9	14.6	0.2	-3.1	12.7	1.2	1.2
Cc1c(C(=O)NCc2ccc3c(c2)OCO3)oc2ccccc12	-1.3	-0.8	-8.6	11.0	1.2	-9.4	4.0	-1.4	-1.1
CN1CCN(C(=O)c2ccc(-n3cccn3)nc2)CC1	-12.2	-5.1	-6.4	13.0	1.2	-1.6	4.1	0.0	0.9
Cc1ccc(S(=O)(=O)N2CCN(C(=O)c3nn(C(C)C)c(=O)c4ccccc34)CC2)cc1C	-11.3	0.8	-26.9	-5.4	8.0	-0.4	5.0	-2.2	-1.7
CCOc1ccc2nnnn2n1	-4.7	-13.2	-6.8	19.1	0.2	0.3	-3.9	0.8	0.5
CC(=O)c1cc(C)ccc1OC(=O)c1cccc2nc(C)oc12	-13.6	-6.4	-8.5	-0.3	0.4	5.3	-1.2	-1.5	2.2
